TDP-43 yeast inh – qHTS of TDP-43 Inhibitors; 410,000 compounds, 1.8% hits; TDP-43 expressing yeast growth rescue, BacTiter-Glo, 24 h; Potency, µM (series often up to 46.1 µM), for the others: at the top dose growth rescue (activation), usual class: activators; further: potency means the concentration at half of the fitted maximal effect; % of control where 0% means no effect; nearly all actives have a fitted effect of over 50% in size
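Readout is BacTiter-Glo luminescence of cell growth, so inhibitors register as activators. TDP-43-expressing yeast at OD600=0.02 in galactose medium, after raffinose pregrowth to mid-log, were incubated with compound for 24 hr at 30 deg C.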
pAkt inh – HTS Assay for Inhibitors of Akt Phophorylation: Primary Screen; Neuro2A IGF-stimulated pAkt S473 HTRF, 20 min; hits give low values; activity change, % for hits at 50 µM; 360,000 compounds, 0.32% hits; AID 651550, 2012; in the data active means activity change below about -80%; inconclusive means mostly about -51% to -80%; further: on the % scale 0 is the no-effect control and ±100 the full control effect
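Single-point screen (50 µM final compound) in Neuro2A cells stimulated 20 min with 6 nM IGF at 37 deg C. After lysis, Ser473-phosphorylated Akt read by HTRF (ex 330 nm, em 615/665 nm) as the 665/615 ratio.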
aSyn yeast inh – qHTS of alpha-syn Inhibitors; Potency, µM (doses to about 46.1 µM), inactives show at the highest dose growth rescue (activation), hits mostly activators; AID 652106, 2013; Yeast expressing alpha-synuclein, growth rescue, BacTiter-Glo, 24 h; 370,000 compounds, 0.14% hits; further: potency means the concentration at half of the fitted maximal effect; % of control where 0% means no effect; nearly all actives have a fitted effect of over 65% in size
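Rescue of yeast growth: cells expressing toxic alpha-synuclein, induced in galactose at OD600 0.02, incubated with compound 24 h at 30 C. ATP luminescence quantified growth; inhibitors of toxicity appear as activators.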
GLP1R cytotox – qHTS of GLP-1 Receptor Inverse Agonists: Cytotox Screen | HEK293 cAMP-luciferase reporter cells, luminescence, 24 h | Potency, µM (doses to about 38.3 µM), without a hit: at the highest dose activity change, negative = inhibition, most hits filed as inhibitors | 410,000 compounds, 0.13% hits | AID 624418, 2012;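 further: loss of luciferase light is scored as toxicity; potency means the concentration at half of the fitted maximal effect; on the % scale 0 is the no-effect control and ±100 the full control effect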
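Step one: seed cells (200 cells/uL, DMEM with 10% Nu serum, 1% pen-strep). Step two: 12-hour incubation at 37 deg C. Step three: pin 23 nL compound, incubate 24 hr. Step four: add luciferase reagent, read luminescence 12 min later.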
FUS yeast rescue – qHTS for Suppressors of FUS Proteinopathy: Primary screen using FUS-linked yeast assay. Potency, µM (doses to about 76.6 µM), for the others: at the top dose growth rescue (activation), hits mostly activators. S. cerevisiae FUS-expressing, growth rescue, OD600, 24 h. 390,000 compounds, 0.24% hits;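 further: potency means the concentration at half of the fitted maximal effect; plate controls were DMSO vehicle for no effect and reference control for full effect; nearly all actives have a fitted effect of over 55% in size; some results filed as inactive show a strong effect at the top dose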
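Galactose (2%) drives FUS expression in yeast precultured in raffinose; seeding density OD 0.005. Test compounds incubated 24hr at 30C and 99% humidity before absorbance at 600 nm was measured.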
GLP1R inv ag – qHTS of GLP-1 Receptor Inverse Agonists (Inhibition Mode) | HEK293 GLP-1R CRE-luciferase, luminescence, 24 h; GLP-1R form is constitutively active | Potency, µM (titrated, usually from 38.3 µM), without a hit: at the highest dose activity change, negative = inhibition, usual class: inhibitors | AID 624417, 2012 | 410,000 compounds, 1.6% hits; further: potency means the concentration at half of the fitted maximal effect; on the % scale 0 is the no-effect control and ±100 the full control effect; nearly all actives have a fitted effect of over 55% in size
Target sequence (P43220 whole entry, looked up): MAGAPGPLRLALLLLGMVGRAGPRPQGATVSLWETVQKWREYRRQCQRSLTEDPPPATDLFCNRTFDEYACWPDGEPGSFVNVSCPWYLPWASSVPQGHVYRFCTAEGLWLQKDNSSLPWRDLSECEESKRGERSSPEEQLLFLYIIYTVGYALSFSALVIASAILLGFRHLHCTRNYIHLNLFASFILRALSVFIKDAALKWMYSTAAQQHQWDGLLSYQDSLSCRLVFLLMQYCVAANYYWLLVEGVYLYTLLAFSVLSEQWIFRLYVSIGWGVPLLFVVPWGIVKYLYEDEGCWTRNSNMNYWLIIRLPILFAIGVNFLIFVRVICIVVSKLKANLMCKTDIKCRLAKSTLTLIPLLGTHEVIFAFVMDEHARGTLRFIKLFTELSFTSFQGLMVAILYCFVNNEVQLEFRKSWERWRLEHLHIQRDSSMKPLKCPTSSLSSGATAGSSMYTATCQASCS
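Cells are plated, allowed 12 hours at 37 deg C, then treated with compounds for 24 hr before luciferase detection reagent is added and luminescence is read after 12 min at room temperature. The HEK293 line carries constitutively active GLP-1R with a cAMP-responsive reporter.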
PTHR1 agonist – qHTS for PTHR1 Agonists: Primary Screen | 410,000 compounds, 0.075% hits | Parathyroid hormone/parathyroid hormone-related peptide receptor (Homo sapiens), Q03431 | Potency, µM (titrated, usually from 115 µM), inactives show top-dose activation, usual class: activators | AID 743266, 2014 | HEK293 GP2 PTHR1 cells, GloSensor cAMP luminescence, 1 h; further: potency means the concentration at half of the fitted maximal effect; nearly all actives have a fitted effect of over 55% in size; some results filed as inactive show a strong effect at the top dose; inactives centre near -15; many of its hits are not listed in these tables
Target sequence (Q03431 whole entry, looked up): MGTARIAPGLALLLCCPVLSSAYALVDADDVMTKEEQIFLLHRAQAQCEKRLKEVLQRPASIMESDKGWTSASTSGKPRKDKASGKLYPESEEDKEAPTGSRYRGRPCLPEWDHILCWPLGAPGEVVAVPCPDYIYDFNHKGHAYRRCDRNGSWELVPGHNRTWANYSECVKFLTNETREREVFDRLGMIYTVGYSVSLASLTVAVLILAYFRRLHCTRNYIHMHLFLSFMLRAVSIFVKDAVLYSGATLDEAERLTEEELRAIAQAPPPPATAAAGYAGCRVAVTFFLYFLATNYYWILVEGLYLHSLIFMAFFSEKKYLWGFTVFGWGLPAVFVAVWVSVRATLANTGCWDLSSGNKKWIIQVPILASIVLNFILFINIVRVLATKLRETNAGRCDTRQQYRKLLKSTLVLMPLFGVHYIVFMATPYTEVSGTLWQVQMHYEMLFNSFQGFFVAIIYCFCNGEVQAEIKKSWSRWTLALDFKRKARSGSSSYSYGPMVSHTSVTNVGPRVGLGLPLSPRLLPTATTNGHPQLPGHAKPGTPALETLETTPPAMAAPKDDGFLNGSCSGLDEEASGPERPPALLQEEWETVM
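HEK-293-derived GP2 cells expressing PTHR1 and a GloSensor cAMP reporter, 3,000/well, plated overnight, given luciferin plus IBMX (each 0.5 mM as added) for 1 h at 37 °C, then compound for 1 h at 37 °C. Luminescence was read after 15 min at room temperature.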
Abeta rescue – qHTS for compounds that reverse cellular toxicity of Amyloid beta (A-beta) peptide in yeast: Primary Screen; yeast expressing A-beta42, growth rescue, OD600, 48 h; response scale: 0% DMSO, 100% iron-clioquinol control; Potency, µM (top dose mostly 46.1 µM), inactives show top-dose growth rescue, usual class: activators; 410,000 compounds, 0.063% hits; further: potency means the concentration at half of the fitted maximal effect; nearly all actives have a fitted effect of over 55% in size
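Yeast growth medium received pinned compounds, then yeast cells expressing toxic A-beta were added; plates incubated at 30 C for 48 hr. Growth read as absorbance at 600 nm, normalized to DMSO and equimolar FeCl3 plus clioquinol controls.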
Mm-Cpn inhibitor – Inhibitors of TCP-1 ring complex (TRiC) of Methanococcus maripaludis (MmCpn): qHTS | Potency, µM (top dose mostly 76.9 µM), without a hit: at the highest dose activity, negative = inhibition, hits mostly inhibitors | Chaperonin Mm-Cpn (Methanococcus maripaludis) | 330,000 compounds, 0.031% hits | purified Mm-Cpn ATPase, ADP Transcreener TR-FRET; further: potency means the concentration at half of the fitted maximal effect; on the % scale 0 is the no-effect control and ±100 the full control effect; nearly all actives have a fitted effect of over 80% in size
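ATPase read-out: TR-FRET ADP immunoassay (anti-ADP Eu cryptate vs ADP-d2), ex 320 nm, em 590/665 nm; signal drops as ADP forms. Enzyme 25 nM, ATP 10 uM, 30 min at 37°C after 10 min compound preincubation.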
* hit, by the source's call; i = inactive; ? = inconclusive; nt = not tested or not shown; [ ] = remark or other dose. Unless noted, the call rests on the fitted dose curve; in most records, active means well fitted curve in the direction sought with a large enough effect; inconclusive means small, poorly fitted or top-dose-only effect, or another doubt; inactive means no such curve, though single readings can be large; an effect the other way counts as inactive or inconclusive. Some of the compounds tested; the hit share may differ from the screen's.

SMILES	TDP-43 yeast inh	pAkt inh	aSyn yeast inh	GLP1R cytotox	FUS yeast rescue	GLP1R inv ag	PTHR1 agonist	Abeta rescue	Mm-Cpn inhibitor
CC(C)C(NC(=O)c1ccccc1NC(=O)C(C)(C)C)C(=O)N1CCOCC1 (stereo not given)	0%	i	0%	30%	15%	13%	i	10%	-1%
COc1ccc(/C=N/NC(N)=S)cc1OC(=O)c1cccc2ccccc12	?	i	6%	-7%	33%	?	i	36%	0%
COC(=O)[C@@H]1C[C@@H]2CC[C@@H](O)C[C@@H]2N1Cc1ccc(Cl)cc1	8%	i	11%	-1%	1%	2%	i	3%	-4%
CC1(C(=O)NCc2cccnc2)CCN1C(=O)Cc1cccs1 (stereo not given)	14%	i	-3%	3%	0%	16%	i	8%	nt
CC(C)C[C@@]12C(=O)N(c3cccc(Br)c3)C(=O)N1[C@H](c1ccc(F)cc1)[C@@H]1C(=O)N(C3CCCCC3)C(=O)[C@@H]12	?	i	1%	-9%	?	?	-9%	10%	-1%
COc1cc(/C=N/Nc2nc(=O)[nH]nc2C)ccc1O	-7%	i	-17%	-15%	6%	15%	i	0%	1%
COC(=O)c1cc(NC(=O)CN2CCN(C(C)=O)CC2)cc(C(=O)OC)c1	-16%	i	2%	-6%	-26%	15%	i	-17%	-4%
CC1C(=O)N(Cc2cn(Cc3ccco3)nn2)CCS(=O)(=O)N1Cc1ccc(-c2ccncc2)cc1 (stereo not given)	0%	i	0%	-5%	44%	50%[activator]	i	4%	nt
Cc1c(C(=O)Nc2ccccn2)oc2c(Cl)cccc12	?	i	-10%	12%	-1%	7%	i	14%	0%
COc1ccc(Cl)cc1S(=O)(=O)NC(C)C(=O)NCCN1CCOCC1 (stereo not given)	-3%	i	6%	261%[activator]	-1%	8%	i	-3%	nt
Cc1cccc(C(=O)NC2CCN(CC(=O)NCc3ccccc3F)CC2)c1	-13%	i	2%	-12%	7%	-24%	i	-1%	-3%
Cc1cc(C)n(CCc2nc(-c3cc4ccccc4o3)cs2)n1	?	i	-6%	11%	nt	-3%	-34%[inhibitor]	-8%	-4%
CN1CCc2c(sc(NC(=O)CS(=O)(=O)c3ccc(F)cc3)c2C(N)=O)C1	12%	i	4%	18%	7%	2%	-20%	9%	-1%
COc1ccc(N2CCN(C(=O)C34CCC(C)(C(=O)C3)C4(C)C)CC2)cc1 (stereo not given)	2%	i	-8%	-10%	-4%	4%	-4%[57.5 µM]	12%	0%
CCC1=C(c2ccc(C)cc2)S(=O)(=O)N=C1N1CCC(C(=O)NCCc2ccc(Cl)cc2)CC1	22%	nt	nt	-16%	-6%	?	-36%[inhibitor]	3%	nt
Cc1c(-c2csc(N)n2)c2ccccc2n1C	-8%	i	-7%	3%	?	-33%	16%	-31%[inhibitor]	-2%
CC(=O)Nc1nonc1-c1nnc(SCC(=O)Nc2ccc(C)cc2C)n1C	0%[9.22 µM]	nt	nt	6%	-1%	13%	i	6%	nt
CCCCOc1ccc(C(=O)NNC(=O)c2cnccn2)cc1OC	-11%	i	?	-1%	15%	-23%	-1%	-11%	1%
COc1ccc(/C=C2/CCCC(C(=O)C(F)(F)F)=C2O)cc1OC	19%	i	8%	-10%	44%	-13%	-28%	-9%	1%
C[C@@H]1CN([C@@H](C)CO)S(=O)(=O)c2ccc(Br)cc2O[C@@H]1CN(C)S(=O)(=O)c1cn(C)cn1	16%	i	-7%	7%	23%	3%	i	2%	nt
CC(=O)NCCOc1nc(N(C)C)nc(N2CCCCC2)n1	5%	i	3%	-15%	-21%	4%	i	-8%	-3%
COc1ccc2cc1Oc1ccc(cc1)C[C@H]1c3c(cc4c(c3Oc3cc5c(cc3OC)CCN(C)[C@@H]5C2)OCO4)CCN1C	0%	i	-1%	?	13%	?	-8%	-17%	0%
N#CCc1ccc(NC(=O)CSc2nnc(C3CC3)n2C2CC2)cc1	4%	i	-1%	-14%	-2%	8%	i	-1%	-1%
CCC(C)(C)C(=O)Nc1ccc(C(N)=O)cc1	-1%	i	0%	8%	-24%	-4%	i	19%	2%
O=C(NCC(c1ccc2c(c1)OCO2)N1CCOCC1)C(=O)Nc1ccc(Cl)cc1 (stereo not given)	12%	nt	nt	18%	9%	5%	i	2%	nt
O=C(Nc1ccc(F)cc1F)C1(c2cccs2)CCOCC1	-2%	i	3%	4%	14%	-21%	-11%	6%	0%
Cc1ccc(C2=NOC(C)(c3nnc(-c4ccc(F)cc4)o3)C2)cc1 (stereo not given)	19%	i	27%	-5%	9%	-15%	-24%	4%	2%
CCC(=O)Nc1c(C(=O)N2CCN(c3ccc(F)cc3)CC2)oc2ccccc12	?	nt	-19%	1%	21%	9%	i	-33%[inhibitor]	nt
CC(=O)N1C[C@@H](CO)[C@@H](N(C)C(=O)C2CCCCC2)C[C@H]1c1ccccc1	7%	i	-1%	2%	-14%	13%	-13%	-19%	nt
CCC(C)NC(=O)c1c(-c2ccccc2)c(-c2ccccc2)nn(C)c1=O (stereo not given)	13%	nt	nt	8%	-5%	1%	7%	-24%	nt
CN(C)Cc1c(O)ccc2ccccc12	19%	i	15%	0%	-6%	?	-5%	11%	2%
O=C(NCc1nc2ccccc2[nH]1)C1=C[C@H](c2ccccc2)C[C@H](OCCCCO)O1	8%	i	1%	-26%	2%	18%	i	6%	-14%
CCOc1ccc(-n2c(SCC(N)=O)nc3c(c2=O)SCC3)cc1	-1%	i	1%	-5%	3%	-5%	-7%[57.5 µM]	-4%	-6%
COc1ccc(-c2coc3cc(O)cc(O)c3c2=O)cc1OC	-15%	i	-10%	8%	5%	155%[activator]	-7%	-6%	1%
CSc1sc(C(=O)O)c2c1C(=O)CCC2	10%	i	4%	-14%	-3%	-1%	-20%	3%	?
C=CCN(c1ccccc1)S(=O)(=O)c1cc2c(cc1C)N(C)CCO2	4%	i	19%	-18%	?	?	-4%	8%	0%
CN(CC(=O)Nc1ccccc1C(F)(F)F)C(=O)c1cc([N+](=O)[O-])ccc1N1CCOCC1	2%	i	0%	-9%	9%	0%	i	-3%	-27%
CCCCOC(=O)c1ccc(OC(=O)c2cccnc2)cc1	13µM*	i	4%	12%	5%	22%	i	-24%	-2%
Cc1ccc(O)c(NC2=C(Cl)C(=O)N(Cc3ccccc3)C2=O)c1	15%	i	9%	-13%	18%	?	i	-19%	-2%
CC(=O)c1cccc(OCC(=O)N(C)CC(=O)Nc2ccc(F)cc2)c1	2%	i	-3%	-2%	17%	4%	-18%	3%	0%
O=C(O)c1ccc(C=NN=C2c3ccccc3-c3ccccc32)cc1	?	i	?	-8%	nt	5%	-8%	7%	nt
CC(C)Oc1ccc(OCCCN2CCCCCC2)cc1	1%	i	-10%	-16%	6%	-32%	i	-3%	-1%
Cc1cccc(C(=O)Nc2ccc(O)cc2C(=O)O)c1	-23%[1.82 µM]	i	0%	5%	8%	5%	i	-5%	1%
Cc1nn(C)cc1/C=N\NC(=O)c1csc2c1CCCC2	14%	i	4%	-16%	6%	8%	i	-8%	1%
COc1ccc(C2=Nc3ccccc3NC(=O)C2N(CCc2ccccc2)C(=O)c2cccs2)cc1 (stereo not given)	5%	i	-13%	-10%	?	17%	-20%	-13%	nt
C[C@@H]1CN([C@H](C)CO)C(=O)c2c(c3ccccc3n2C)-c2ccccc2CO[C@H]1CN(C)Cc1ccc2c(c1)OCCN2C	14%	i	-3%	3%	-23%	13%	-20%	-1%	nt
CC1=NN(c2ccc(F)cc2)C(=O)C1C(c1cccc(O)c1)c1c(C)[nH]n(-c2ccc(F)cc2)c1=O (stereo not given)	-14%	i	-4%	-9%	?	?	-2%	-7%	-10%
CCc1noc(C)c1C(=O)N(CC)CC(=O)Nc1ccccc1C(F)(F)F	-19%	i	-4%	1%	15%	4%	?	-4%	2%
CCC1=NN(C(=O)Cc2ccc(OC)c(OC)c2)C(O)(C(F)(F)F)C1 (stereo not given)	0%	i	7%	-28%	nt	-17%	-24%	1%	1%

Three compounds from above, sorted by SMILES length, lowest first.
SMILES	TDP-43 yeast inh	pAkt inh	aSyn yeast inh	GLP1R cytotox	FUS yeast rescue	GLP1R inv ag	PTHR1 agonist	Abeta rescue	Mm-Cpn inhibitor
CCCCOC(=O)c1ccc(OC(=O)c2cccnc2)cc1	13µM*	i	4%	12%	5%	22%	i	-24%	-2%
CCC(C)NC(=O)c1c(-c2ccccc2)c(-c2ccccc2)nn(C)c1=O (stereo not given)	13%	nt	nt	8%	-5%	1%	7%	-24%	nt
CC1C(=O)N(Cc2cn(Cc3ccco3)nn2)CCS(=O)(=O)N1Cc1ccc(-c2ccncc2)cc1 (stereo not given)	0%	i	0%	-5%	44%	50%[activator]	i	4%	nt
